Assay outcomes from PubChem BioAssay.
HTRA1 inh: HTRA1 serine protease inhibitors, primary screen, biochemical, fluorescence polarization, HTS; Q92743; recombinant HTRA1, FP-rhodamine activity-based probe; inhibition, % at 5.96 µM; 0.5% of 340,000 active; AID 504803, 2011; in the data active means inhibition above about 36%;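 further: 0% = enzyme with DMSO and 100% = wells lacking enzyme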
ABHD4 inh: ABHD4 inhibitors, primary screen, biochemical, fluorescence polarization, mouse; (Lyso)-N-acylphosphatidylethanolamine lipase (Mus musculus), Q8VD66; purified mABHD4, FP-Rh probe fluorescence polarization; inhibition, % at 8.92 µM; 0.54% of 370,000 active; AID 720543, 2013;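 active means inhibition exceeding the mean over every tested compound plus 3 SD, cut at about 30% in these data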;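 further: 0% = plate median of compound wells and 100% = S159A mutant with DMSO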
Target sequence (Q8VD66 whole entry, looked up): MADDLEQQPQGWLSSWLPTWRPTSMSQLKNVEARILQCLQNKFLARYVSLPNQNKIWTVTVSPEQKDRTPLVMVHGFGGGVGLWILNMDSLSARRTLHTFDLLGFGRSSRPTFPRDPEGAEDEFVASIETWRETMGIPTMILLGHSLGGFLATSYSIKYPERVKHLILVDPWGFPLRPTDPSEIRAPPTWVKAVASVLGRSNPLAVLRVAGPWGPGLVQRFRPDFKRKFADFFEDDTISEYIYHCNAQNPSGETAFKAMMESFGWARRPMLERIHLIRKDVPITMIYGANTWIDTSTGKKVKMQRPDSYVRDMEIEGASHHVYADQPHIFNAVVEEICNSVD
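system = mouse ABHD4 enzyme, wild type | medium = HEPES pH 7.0, NaCl, Pluronic buffer | also added = FP-Rh probe | incubation = Enzyme–compound pre-incubation 45 min, then probe 60 min, both 25 °C | technique = fluorescence polarization, excitation 525 nm, emission 598 nm, BODIPY TMR filters | controls = S159A mutant high control, sample median low control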
rCAG binder: binders of r(CAG) RNA repeats, primary screen, biochemical, fluorescence; r(CAG) RNA repeat, TO-PRO-1 dye displacement fluorescence; inhibition, % at 3 µM; 1.3% of 370,000 active; AID 651821, 2012;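 active means inhibition above the plate cutoff, the mean of all test compounds on that plate plus 3 SD, cut at about 35% in these data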;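 further: 0% = DMSO alone and 100% = 100 µM mitoxantrone as full dye displacement; higher means more dye released from RNA so lower well fluorescence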
TDP2 absorb: human TDP2 enzyme inhibitors, primary screen, biochemical, epi absorbance, recombinant enzyme | Tyrosyl-DNA phosphodiesterase 2 (Homo sapiens), O95551 | 0.34% of 370,000 active | T5PNP hydrolysis, p-nitrophenol absorbance 415 nm | inhibition, % at 12.8 µM;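 active means inhibition above the mean of all tested compounds plus 3 SD, set per campaign, cut at about 25% in these data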;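 further: 0% = DMSO with enzyme and 100% = buffer with substrate but no TDP2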
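Material: recombinant human TDP2; quantity: TDP2 enzyme at 120 nM final; medium: Tris-HCl pH 7.5 with MgCl2; compound: single concentration, 12.8 µM nominal, with 1% DMSO; incubation: 2 h enzyme incubation at 37 °C; signal: epi absorbance; measure: percent inhibition; benchmarks: high control without enzyme, low control DMSO plus TDP2; repeats: singlicate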
TCR CD3 inh: inhibitors of human TCR-CD3 interaction, primary screen, biochemical, fluorescence, TAMRA-labeled TCR probe; inhibition, % at 9.4 µM; 0.37% of 360,000 active; AID 651800, 2012; in the data active means inhibition above about 19%;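 further: recombinant mutant TCR 2C K166C tagged with TAMRA read by polarization; 0% = receptor in buffer alone and 100% = receptor with positive control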
SIAE inh: human SIAE inhibitors, primary screen, biochemical, fluorescence polarization, FP-Rh probe, 1536-well HTS. Sialate O-acetylesterase (Homo sapiens), Q9HAT2. SIAE FP-Rh probe binding. inhibition, % at 9.66 µM. 0.69% of 370,000 active;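 active means inhibition above a cutoff: mean of compounds within the control limits plus 3 SD of those, cut at about 17% in these data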;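 further: 0% = plate median of compound wells and 100% = probe without SIAE protein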
GC-B act: human GC-B receptor activators, primary screen, HEK293 GC-B cells, cGMP TR-FRET, EC30 CNP | 0.11% of 370,000 active | AID 1920062, 2024 | 0% at EC30 CNP, 100% saturating CNP | Atrial natriuretic peptide receptor 2 (Homo sapiens), P20594 | activation, % at 10 µM;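 active means activation at 10 µM reaching about 35% in either raw or pattern-adjusted values, limit read from the data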
PRMT1 FP inh: PRMT1 methyltransferase inhibitors, primary screen, biochemical, fluorescence polarization; Protein arginine N-methyltransferase 1 (Homo sapiens), Q99873; recombinant PRMT1, activity-based probe fluorescence polarization; inhibition, % at 2.79 µM; 1.3% of 370,000 active; AID 652257, 2013;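 active means inhibition above about 21% made by adding two undisclosed values, limit read from the data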
MBD2 DNA inh: inhibitors of MBD2 binding to methylated DNA, primary screen, biochemical, TR-FRET, DNA-binding domain, human; Methyl-CpG-binding domain protein 2 (Homo sapiens), Q9UBB5; MBD2 binding to methylated oligonucleotide; inhibition, % at 4.4 µM; 0.31% of 370,000 active; AID 686964, 2013; in the data active means inhibition above about 13%
Target sequence (Q9UBB5 whole entry, looked up, the tested form may be a part): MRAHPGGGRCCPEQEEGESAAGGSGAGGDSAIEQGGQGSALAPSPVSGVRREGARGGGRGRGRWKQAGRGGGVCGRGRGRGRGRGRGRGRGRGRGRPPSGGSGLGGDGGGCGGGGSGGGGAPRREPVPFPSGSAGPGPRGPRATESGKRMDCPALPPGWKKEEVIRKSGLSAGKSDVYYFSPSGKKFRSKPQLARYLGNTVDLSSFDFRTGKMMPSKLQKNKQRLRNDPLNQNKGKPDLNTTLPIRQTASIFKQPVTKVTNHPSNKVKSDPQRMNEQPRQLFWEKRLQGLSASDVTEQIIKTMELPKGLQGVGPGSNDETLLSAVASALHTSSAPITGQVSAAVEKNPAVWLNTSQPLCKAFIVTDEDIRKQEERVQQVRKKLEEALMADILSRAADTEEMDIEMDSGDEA
LEDGF integ inh: blockers of LEDGF/p75-dependent integrase strand transfer – biochemical, TR-FRET, high throughput, primary screen | TR-FRET IN-LEDGF/p75 DNA integration, Eu/Cy5 | inhibition, % at 3.7 µM | AID 743269, 2014 | HIV-1 integrase (with human LEDGF/p75) | 0.64% of 370,000 active;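 active means inhibition above the screen-wide mean plus 3 SD, cut at about 13% in these data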;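 further: signal is the Cy5 over europium emission ratio at 671 and 618 nm; 0% = plate median of compound wells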
Starred values were filed as active, the others as inactive. Not all compounds are listed. The share of hits here may be higher or lower than overall.

For CCC(=O)N1CCN(c2cc3c(cc2F)c(=O)c(C(=O)O)cn3CC)CC1 the results were HTRA1 inh 4, ABHD4 inh -2, rCAG binder 0, TDP2 absorb 5, TCR CD3 inh -6, SIAE inh 3, GC-B act 7, PRMT1 FP inh -1, MBD2 DNA inh -2 and LEDGF integ inh -1.
Cc1ccc2nc(NC(=O)C3CCN(S(=O)(=O)c4cccc5nsnc45)CC3)sc2c1 was read as HTRA1 inh -13, ABHD4 inh -1, rCAG binder 4, TDP2 absorb 16, TCR CD3 inh -7, SIAE inh -13, GC-B act -3, PRMT1 FP inh -1, MBD2 DNA inh -2 and LEDGF integ inh -1.
For N#Cc1nc(-c2ccc(Cl)cc2)oc1NCC1CCCO1 (centres undefined) the results were HTRA1 inh -2, ABHD4 inh 3, rCAG binder -2, TDP2 absorb 4, TCR CD3 inh 9, SIAE inh -2, GC-B act -6, PRMT1 FP inh -2, MBD2 DNA inh -3 and LEDGF integ inh 3.
For CCCCN(CC)C(=O)CSc1cc(=O)n(C)c2ccccc12 the results were HTRA1 inh 4, ABHD4 inh -5, rCAG binder -7, TDP2 absorb -1, TCR CD3 inh 6, SIAE inh 6, GC-B act -4, PRMT1 FP inh -4, MBD2 DNA inh 5 and LEDGF integ inh 0.
Screening C=CCn1cccc(C(=O)Nc2ccc(C)c(Cl)c2)c1=O returned HTRA1 inh 4, ABHD4 inh 2, rCAG binder 4, TDP2 absorb 6, TCR CD3 inh 5, SIAE inh -5, GC-B act -2, PRMT1 FP inh 2, MBD2 DNA inh 5 and LEDGF integ inh -2.
Screening C[C@H]1[C@@H](NC(=O)C2CCOC2)CC[C@@]23CCCN2C(=O)CCC[C@@H]13 (some centres undefined) returned ABHD4 inh 5, TDP2 absorb -7, SIAE inh 1, GC-B act 0, PRMT1 FP inh -1, MBD2 DNA inh -3 and LEDGF integ inh -2.
O=C(N/N=C/c1c[nH]c2ccccc12)c1[nH]c2ccc(Br)cc2c1-c1ccccc1 was read as HTRA1 inh -28, ABHD4 inh -1, rCAG binder 28, TDP2 absorb -9, TCR CD3 inh -7, SIAE inh -31, GC-B act 4, PRMT1 FP inh 0, MBD2 DNA inh 5 and LEDGF integ inh -4.
For O=C(CCCN1C(=O)/C(=C/c2cccs2)SC1=S)Nc1ccc(C(=O)O)cc1 the results were ABHD4 inh -19, rCAG binder 42*, TDP2 absorb -11, TCR CD3 inh -6, SIAE inh -7, GC-B act 5, PRMT1 FP inh 8, MBD2 DNA inh 4 and LEDGF integ inh -1.
For COc1cccc(NC(=O)CN2C(=O)CSc3ccc(S(=O)(=O)N4CCOCC4)cc32)c1 the results were HTRA1 inh -7, ABHD4 inh -4, rCAG binder 4, TDP2 absorb 17, TCR CD3 inh 6, SIAE inh 0, GC-B act 10, PRMT1 FP inh -1, MBD2 DNA inh 0 and LEDGF integ inh -1.
For Cc1scc(C(=O)N/N=C/c2ccc(OCC(C)C)cc2)c1C the results were HTRA1 inh -18, ABHD4 inh -7, rCAG binder 0, TDP2 absorb -6, TCR CD3 inh 0, SIAE inh -7, GC-B act 3, PRMT1 FP inh -1, MBD2 DNA inh -6 and LEDGF integ inh -3.
Screening O=C(COC(=O)/C=C/c1ccco1)NCc1ccccc1 returned HTRA1 inh 6, ABHD4 inh 1, rCAG binder 3, TDP2 absorb -8, TCR CD3 inh 6, SIAE inh -2, GC-B act 3, PRMT1 FP inh 4, MBD2 DNA inh -4 and LEDGF integ inh 1.
`CC(C)NC[C@H](O)COc1cccc2ccccc12` gave HTRA1 inh 0, ABHD4 inh -13, rCAG binder 3, TDP2 absorb -7, TCR CD3 inh -2, SIAE inh 3, GC-B act 3, PRMT1 FP inh 10, MBD2 DNA inh -1 and LEDGF integ inh -4.
For O=C(O)CC1(c2ccc(F)cc2)C2CC3CC(C2)CC1C3 (centres undefined) the results were HTRA1 inh -4, ABHD4 inh 2, rCAG binder 7, TDP2 absorb -8, TCR CD3 inh 6, SIAE inh -8, GC-B act 12, PRMT1 FP inh -1, MBD2 DNA inh 0 and LEDGF integ inh 0.
`Cc1n[nH]c(C)c1S(=O)(=O)N1CCCCCC1` gave HTRA1 inh 5, ABHD4 inh 3, rCAG binder 1, TDP2 absorb 7, TCR CD3 inh 0, SIAE inh 8, GC-B act 7, PRMT1 FP inh -3, MBD2 DNA inh 0 and LEDGF integ inh 6.
O=[N+]([O-])/C=C/c1cc2ccccc2[nH]1 was read as HTRA1 inh -3, ABHD4 inh 7, rCAG binder 3, TDP2 absorb 13, TCR CD3 inh 6, SIAE inh -2, GC-B act -3, PRMT1 FP inh 1, MBD2 DNA inh -8 and LEDGF integ inh -4.
Screening Cc1cccc(N2C(=O)C(Cl)=C(N3CCOCC3)C2=O)c1 returned HTRA1 inh 3, ABHD4 inh 9, rCAG binder -1, TDP2 absorb 9, TCR CD3 inh 0, SIAE inh -3, GC-B act -6, PRMT1 FP inh 28*, MBD2 DNA inh 5 and LEDGF integ inh -4.
Screening COc1cccc(CN(C)C(=O)c2cc(S(=O)(=O)N3CCCCCC3)ccc2OC)c1 returned HTRA1 inh 5, ABHD4 inh 4, rCAG binder 1, TDP2 absorb 2, TCR CD3 inh -2, SIAE inh -3, GC-B act 3, PRMT1 FP inh 7, MBD2 DNA inh 0 and LEDGF integ inh 0.
CCCCN1C(=O)C(=O)NC[C@@H]1CCCCN was read as HTRA1 inh -4, ABHD4 inh -2, rCAG binder 3, TDP2 absorb 14, TCR CD3 inh 3, SIAE inh 0, GC-B act -2, PRMT1 FP inh 1, MBD2 DNA inh 2 and LEDGF integ inh -4.
`COc1ccc(CCNC(=O)c2ccc3c(c2)S(=O)(=O)N=C2CCCCCN23)cc1OC` gave HTRA1 inh 3, ABHD4 inh 5, rCAG binder -1, TDP2 absorb 4, TCR CD3 inh 1, SIAE inh -1, GC-B act 7, PRMT1 FP inh 1, MBD2 DNA inh 0 and LEDGF integ inh -2.
Cc1occc1-c1nnc(SCC(=O)NC(C)(C)C)n1CC(C)C was read as HTRA1 inh 8, ABHD4 inh -7, rCAG binder -6, TDP2 absorb -1, TCR CD3 inh -3, SIAE inh -2, GC-B act 3, PRMT1 FP inh 2, MBD2 DNA inh 1 and LEDGF integ inh 0.
Screening Cc1cc(NC(=O)CCC(=O)N(Cc2ccco2)C2(C(=O)NC3CCCCC3)CCN(C)CC2)no1 returned HTRA1 inh -4, ABHD4 inh 2, rCAG binder -8, TDP2 absorb 5, TCR CD3 inh 5, SIAE inh 5, GC-B act -4, PRMT1 FP inh -4, MBD2 DNA inh -4 and LEDGF integ inh 1.
Screening C[C@H]1CCCCO[C@H](CN(C)Cc2ccncc2)[C@@H](C)CN([C@@H](C)CO)C(=O)c2cc(NS(=O)(=O)c3ccccc3)ccc2O1 returned HTRA1 inh -5, ABHD4 inh 1, rCAG binder 2, TDP2 absorb 5, TCR CD3 inh 1, SIAE inh 7, GC-B act 3, PRMT1 FP inh -3, MBD2 DNA inh -5 and LEDGF integ inh 0.
O=C(COc1ccc(Cl)cc1Cl)Nc1ccc(Cl)cn1 was read as HTRA1 inh -18, ABHD4 inh 3, rCAG binder -1, TDP2 absorb -10, TCR CD3 inh 4, SIAE inh -3, GC-B act -1, PRMT1 FP inh 2, MBD2 DNA inh 0 and LEDGF integ inh 4.
Screening COc1cc(CN2CCC(C(=O)NC(C)(C)C)CC2)ccc1OCc1ccccc1 returned HTRA1 inh 1, ABHD4 inh 5, rCAG binder 1, TDP2 absorb -2, TCR CD3 inh 0, SIAE inh 5, GC-B act 3, PRMT1 FP inh -3, MBD2 DNA inh -3 and LEDGF integ inh 2.
For CCOc1ccccc1NC(=O)CSC1=C(C#N)C(c2ccco2)C(C(=O)Nc2nc3ccccc3s2)=C(C)N1 (centres undefined) the results were HTRA1 inh -43, ABHD4 inh -15, rCAG binder 16, TDP2 absorb 13, TCR CD3 inh 3, SIAE inh -38, GC-B act -5, PRMT1 FP inh 0, MBD2 DNA inh -1 and LEDGF integ inh -2.
CC(C)NC(=O)/C(=C/c1ccco1)c1ccccc1 was read as HTRA1 inh -1, ABHD4 inh 3, rCAG binder -1, TDP2 absorb 7, TCR CD3 inh 7, SIAE inh 5, GC-B act 0, PRMT1 FP inh 3, MBD2 DNA inh -6 and LEDGF integ inh -2.
For COc1ccc(CCN2C(=O)CC(NNC(=O)c3ccc(F)cc3)C2=O)cc1OC (centres undefined) the results were HTRA1 inh 0, ABHD4 inh 6, rCAG binder 0, TDP2 absorb 7, TCR CD3 inh 7, SIAE inh 3, GC-B act 0, PRMT1 FP inh -4, MBD2 DNA inh -5 and LEDGF integ inh 2.
`C/C(=N/NC(=O)c1ccc(Br)o1)C(C)C` gave HTRA1 inh 1, ABHD4 inh 5, rCAG binder -1, TDP2 absorb 0, TCR CD3 inh -4, SIAE inh 0, GC-B act 1, PRMT1 FP inh 2, MBD2 DNA inh 3 and LEDGF integ inh -1.
For COc1cccc(OCc2nnc(SC)n2C)c1 the results were HTRA1 inh 2, ABHD4 inh -7, rCAG binder -3, TDP2 absorb 8, TCR CD3 inh 2, SIAE inh 6, GC-B act 4, PRMT1 FP inh -2, MBD2 DNA inh -3 and LEDGF integ inh -2.
COc1ccccc1N1CCN(/N=C\C(Br)=C\c2ccccc2)CC1 was read as HTRA1 inh 1, ABHD4 inh 0, rCAG binder -5, TDP2 absorb 4, TCR CD3 inh 0, SIAE inh 3, GC-B act -1, PRMT1 FP inh -2, MBD2 DNA inh -2 and LEDGF integ inh -3.
`CCCCC/C=N/NC(=O)c1[nH]c2ccc([N+](=O)[O-])cc2c1C` gave HTRA1 inh -13, ABHD4 inh -8, rCAG binder 26, TDP2 absorb -12, TCR CD3 inh 1, SIAE inh -23, GC-B act 5, PRMT1 FP inh -2, MBD2 DNA inh 0 and LEDGF integ inh -4.
Screening Cc1ccc(CCN2C(=O)c3ccccc3C2C(=O)NCc2cccnc2)cc1 (centres undefined) returned HTRA1 inh -2, ABHD4 inh 9, rCAG binder -4, TDP2 absorb 5, TCR CD3 inh -6, SIAE inh -3, GC-B act 4, PRMT1 FP inh 4, MBD2 DNA inh 4 and LEDGF integ inh -4.
